MCF10A rerep – DNA re-replication induction in MCF 10a cells; 350,000 compounds, 2.9% hits; Potency, µM (top dose mostly 46.1 µM), for inactives: at the top dose activity, positive = re-replication, actives largely listed as activators; MCF 10A DNA re-replication, Hoechst nuclear intensity, 48 h; further: potency means the concentration at half of the fitted maximal effect; % of control where 0% means no effect; nearly all actives have a fitted effect of over 50% in size
HT1080 IDH1KD tx – HT-1080 IDH1 knockdown cell toxicity (counter line). HT-1080 IDH1 knockdown viability, ATP luminescence, 48 h. Potency, µM (top dose mostly 46.1 µM), for the others: at the highest dose activity, negative = toxicity, most hits filed as cytotoxic. 360,000 compounds, 2% hits;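 further: potency means the concentration at half of the fitted maximal effect; 0% = DMSO wells and -100% = cell-free medium wells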
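CellTiter-Glo luminescence after 48 h compound exposure at 37 degrees C of IDH1-knockdown HT-1080 cells in 5% FBS RPMI. %Activity scaled between DMSO wells and cell-free media wells, with curves fitted and assigned curve classes.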
HepG2 viability – kills HepG2 cells in TGF-b inhibitor counter-screen | HepG2 CAGA-GFP viability, ATP luminescence, 18 h | Potency, µM (top dose mostly 46.1 µM), for the others: at the highest dose activity change, negative = cytotoxicity, actives largely listed as cytotoxic | 410,000 compounds, 0.76% hits; further: potency means the concentration at half of the fitted maximal effect; some results filed as inactive show a strong effect at the top dose
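CellTiter-Glo luminescence gave cytotoxicity after 18 hours at 37 degrees C. The cells were HepG2 CAGA-GFP in 1% FBS DMEM, stimulated with 500 pg/mL TGF-beta after compound addition. %Activity was normalised to no-cell wells (complete cell-killing) and DMSO (no toxicity), and curves were fitted and classified.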
ATXN viability – viability counter-screen for ATXN expression inhibitors. AID 651635. 400,000 compounds, 0.49% hits. Potency, µM (doses to about 56.7 µM), most hits filed as cytotoxic. S2 cells (HEK-293 line with an ATXN2-luciferase reporter) viability, CellTiter-Fluor protease fluorescence, 24 h; further: potency means the concentration at half of the fitted maximal effect; nearly all actives have a fitted effect of over 40% in size
SW480 rereplic – induces DNA re-replication in SW480 colon adenocarcinoma cells; SW480 DNA re-replication, Hoechst DNA content imaging, 48 h; Potency, µM (top dose mostly 46.1 µM), inactives show top-dose re-replication activation, usual class: activators; 340,000 compounds, 1.8% hits; further: potency means the concentration at half of the fitted maximal effect; % of control where 0% means no effect; nearly all actives have a fitted effect of over 55% in size
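Compounds, transferred as 23 nL by pin tool, were incubated with cells for 48 hr; DNA content per nucleus was then quantified by Hoechst staining and fluorescence plate imaging.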
KB-3-1 cytotox – KB-3-1 parental cell cytotoxicity; KB-3-1 viability, CellTiter-Glo ATP luminescence, 72 h; Potency, µM (series often up to 46.1 µM), inactives show at the top dose activity change, negative = cytotoxic, usual class: cytotoxic; 400,000 compounds, 1.4% hits; AID 1347075; further: potency means the concentration at half of the fitted maximal effect; on the % scale 0 is the no-effect control and ±100 the full control effect; nearly all actives have a fitted effect of over 60% in size
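Parental KB-3-1 adenocarcinoma cells in phenol-red-free DMEM with 10% FBS were pin-treated with compounds at several concentrations, incubated 72 h at 37 °C, and viability read by CellTiter-Glo luminescence; concentration-effect curves were fitted after normalization.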
HT1080NT lethal – kills 2HG-producing HT-1080-NT fibrosarcoma cells | HT-1080-NT fibrosarcoma viability, CellTiter-Glo ATP luminescence, 48 h | Potency, µM (top dose mostly 46.1 µM), for inactives: at the highest dose activity, negative = less viability, most hits filed as cytotoxic | 360,000 compounds, 1.6% hits;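 further: NT is the 2HG producing partner of a matched IDH1 knockdown line; potency means the concentration at half of the fitted maximal effect; 0% = DMSO-treated cells and -100% = media-only wells without cells; nearly all actives have a fitted effect of over 55% in size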
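Fibrosarcoma NT cells, 750 per well in 5% FBS RPMI, were exposed to compound for 48 hours. Viability: CellTiter-Glo luminescence.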
IL1B secr inh – inhibitors of inflammasome signaling (IL-1 beta secretion); 360,000 compounds, 4.7% hits; activity change, % at 57.5 µM; AID 743279; THP-1 LPS/ATP IL-1B secretion, AlphaLISA, 16 h; active compounds read low; in the data active means activity change below about -50%; inconclusive means mostly about -30% to -49%; further: on the % scale 0 is the no-effect control and ±100 the full control effect
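THP-1 cells pretreated 1 hr with compounds (up to 57.5 uM final), then stimulated with LPS (250 ng/mL final) plus ATP (1.25 mM final); secreted IL-1B measured by AlphaLISA after 16 hr, decreased signal indicating inhibition.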
ATXN2 expr inh – inhibitors of ATXN2 expression | HEK-293 ATXN2-luciferase reporter, luminescence, 24 h | 360,000 compounds, 0.72% hits | AID 1745845 | Potency, µM (doses to about 57 µM), inactives show at the highest dose activity change, negative = inhibition, actives largely listed as inhibitors; further: potency means the concentration at half of the fitted maximal effect; on the % scale 0 is the no-effect control and ±100 the full control effect; nearly all actives have a fitted effect of over 55% in size
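ATXN2-luciferase reporter cells (luciferase flanked by upstream and downstream ATXN2 gene portions) were treated 24 h at 37 °C with compounds at up to 57 uM. SteadyGlo luminescence gave expression; GF-AFC fluorescence gave viability.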
* hit, by the source's call; i = inactive; ? = inconclusive; / = not tested or not shown; [ ] = remark or other dose. Unless noted, the call rests on the fitted dose curve; in most records, active means well fitted curve in the direction sought with a large enough effect; inconclusive means small, poorly fitted or top-dose-only effect, or another doubt; inactive means no such curve, though single readings can be large; an effect the other way counts as inactive or inconclusive.

Structure,MCF10A rerep,HT1080 IDH1KD tx,HepG2 viability,ATXN viability,SW480 rereplic,KB-3-1 cytotox,HT1080NT lethal,IL1B secr inh,ATXN2 expr inh
CC(C)NC(=O)N(C)C[C@@H]1Oc2c(NC(=O)C3CCOCC3)cccc2C(=O)N([C@@H](C)CO)C[C@H]1C,-1.4%,9.4%,-12.6%,i,15.3%,-0.1%,7.0%,-1.5,0.7%
COC(=O)c1sccc1NC(=O)CSc1nnnn1-c1ccccc1F,?,0.3%,-6.3%,i,10.1%,-0.6%,-3.1%,9.5,4.2%
CC(C)(C)c1ccc(C2(C)NC(=O)NC2=O)cc1 (stereo not given),16.7%,-1.1%,15.1%,i,-3.9%,11.5%,-0.3%,10.1,-7.4%
COc1ccc(NC(=O)c2cc3c(C)nn(-c4ccccc4)c3s2)c(OC)c1,/,/,-16.7%,i,/,-3.6%,/,/,-8.4%
CCOC(=O)c1sc(C)c(C(=O)NCC(C)(C)CN(C)C)c1N,2.1%,12.8%,3.6%,i,-0.2%,-0.3%,12.9%,6.7,-6.8%
Cc1ccc(C2C(N)C(=O)N2c2ccc(C)cc2)cc1 (stereo not given),0.0%,-0.6%,-2.2%,i,3.8%,7.1%,5.8%,2.5,-0.5%
CCOc1cccc(CNCCSc2nnnn2C)c1,-1.1%,12.0%,1.6%,i,-0.2%,-1.4%,-5.3%,2.1,-16.7%
Cc1ccc(NCc2nnc(SCC(=O)NNC(=O)Cc3ccccc3)n2C)cc1,-0.6%,5.0%,-21.0%,i,-5.3%,17.1%,5.4%,14.9,-12.0%
CCc1ccc2c(CN3CCc4ccccc43)cc(=O)oc2c1,7.1%,-3.7%,-19.8%,i,3.5%[9.22 µM],5.6%,-7.1%,-11.7,18.3%
COc1ccc(N=Nc2c(C)[nH]c3ccccc23)cc1,?,18.4µM*,-9.0%,i,13.2%,-5.3%,?,?,-25.4%
Cc1ccc(-c2nc(S(=O)(=O)c3ccccc3)c(SCC(=O)NC3CCCCC3)o2)cc1,/,/,0.8%,i,/,0.8%,/,/,2.4%
COc1ccc(S(=O)(=O)N2CCCCC2)cc1C(=O)Nc1cc(C)on1,-8.9%,3.5%,8.8%,i,-7.6%,-13.8%,-7.9%,-20.4,?
COc1ccc2cnn(-c3ccc(OC(F)(F)F)cc3)c(=O)c2c1OC,6.8%,21.1%,-22.2%,i,1.5%,-2.6%,?,21.0,18.2%
COc1ccc(CCN2CC(C(=O)N(C)Cc3ccccn3)CCC2=O)cc1 (stereo not given),/,11.3%,6.4%,i,/,3.0%,6.9%,10.9,/
CCOc1ccccc1N1CC(C(=O)NNC(=O)c2cc(OC)c(OC)c(OC)c2)CC1=O (stereo not given),-4.2%,13.5%,5.4%,i,-3.2%,3.0%,11.2%,16.1,16.5%
CCc1nnc(NC(=O)C2=CCN(S(=O)(=O)c3ccccc3)CC2)s1,?,-3.1%,7.9%,i,-5.5%,0.0%,0.0%,-7.8,/

Random excerpt: 2 compounds from above.
Structure,MCF10A rerep,HT1080 IDH1KD tx,HepG2 viability,ATXN viability,SW480 rereplic,KB-3-1 cytotox,HT1080NT lethal,IL1B secr inh,ATXN2 expr inh
Cc1ccc(NCc2nnc(SCC(=O)NNC(=O)Cc3ccccc3)n2C)cc1,-0.6%,5.0%,-21.0%,i,-5.3%,17.1%,5.4%,14.9,-12.0%
CCOC(=O)c1sc(C)c(C(=O)NCC(C)(C)CN(C)C)c1N,2.1%,12.8%,3.6%,i,-0.2%,-0.3%,12.9%,6.7,-6.8%

(listing goes on)
Structure,MCF10A rerep,HT1080 IDH1KD tx,HepG2 viability,ATXN viability,SW480 rereplic,KB-3-1 cytotox,HT1080NT lethal,IL1B secr inh,ATXN2 expr inh
COC(=O)CCC(=O)NNC(=O)c1ccc([N+](=O)[O-])cc1,23.7%,16.8%,-3.7%,i,-5.8%,?,10.7%,1.9,-13.0%
Cn1c(=O)c(=O)n(C)c2cc(S(=O)(=O)CCC(=O)N3CCOCC3)ccc21,16.9%,-1.6%,4.3%,i,-4.2%,9.2%,0.0%,19.6,-2.9%
O=C1OC(N2CCN(C(=O)C3CCCO3)CC2)c2ccccc21 (stereo not given),-0.2%,8.9%,-6.3%,i,-8.2%,9.1%,13.9%,0.0,6.1%
CCCC(=O)Oc1cccc(C2NC(=O)c3ccccc3O2)c1 (stereo not given),-0.5%,0.9%,-1.9%,i,-13.1%,-16.2%,-8.9%,-0.8,3.6%
O=C(CCN1C(=O)c2ccccc2C1=O)C1=NN[C@@H]2C(=O)N(c3cccc(F)c3)C(=O)[C@H]12,-5.2%,6.1%,10.7%,i,2.4%,10.9%,9.1%,-1.4,16.2%
CCOC(=O)c1ccc(NC(=O)NCCc2ccccc2OC)cc1,?,7.4%,-14.5%,i,4.5%,3.2%,-8.7%,-7.2,-38.6%
Cc1ccc(CNC(=O)CCS(=O)(=O)c2ccc3nc(C)sc3c2)cc1,5.2%,-9.0%,-0.6%,i,2.9%,-8.7%,11.3%,13.4,-17.4%
Cc1ccc(Cl)cc1-n1ncc2c(NCc3ccc(F)cc3)ncnc21,/,/,-42.9%,?,/,0.0%,/,/,?
CCS(=O)(=O)c1ccc(-c2cccc(NC(=O)c3ccc(Br)o3)c2)nn1,3.1%,-14.1%,-6.6%,i,-0.1%,-1.9%,-16.9%,-5.8,-9.4%
O=C(Nc1cccc(F)c1)Nc1cnccn1,-19.9%,16.8%,-12.5%,i,-10.7%,14.6%,29.3%,-2.0,0.7%
COc1ccc2[nH]c(=O)c(CNC3CCCCC3)cc2c1,2.9%,9.9%,0.0%,i,-2.9%[9.22 µM],-6.6%,-0.1%,-13.3,-3.4%
O=C(COC(=O)Cn1[nH]c(=O)c2ccccc2c1=O)Nc1ncc(Cl)cc1Cl,1.3%,-0.3%,-3.5%,i,-2.4%,8.7%,-1.3%,-5.8,-6.8%
Cc1cc(=O)[nH]c(N/N=C/c2c(C)nn(-c3ccccc3Cl)c2Cl)n1,14.4%,-19.9%,-24.1%,?,-3.5%,?,-2.6%,-3.2,26.4%
COc1ccc(-c2ccc(C(=S)N3CCN(C(C)=O)CC3)o2)cc1,-5.1%,6.6%,-30.7%,i,-5.6%,16.3%,3.1%,?,4.5%
O=C(Nc1cccc(F)c1)/C(=C\c1ccco1)NC(=O)c1cccs1,9.0%,-9.1%,-11.5%,i,4.4%,3.1%,-17.7%,11.8,3.3%
CC1CN(c2ccc([N+](=O)[O-])cc2F)CCN1C(=O)c1ccco1 (stereo not given),0.7%,1.3%,-17.7%,?,-7.0%,-6.4%,3.5%,0.2,-6.6%
CC1CN(Cc2nc3ccccc3c(=O)[nH]2)CC(C)O1 (stereo not given),-2.2%,7.8%,6.9%,i,-2.3%,4.7%,?,-3.3,-10.3%
CCOc1ccc(N(CC(=O)Nc2cccc(OC)c2)S(C)(=O)=O)cc1,0.6%,-6.2%,2.2%,i,?,2.2%,-2.4%,33.5,19.7%
O=C(Nc1ccc(Cl)cc1N1CCOCC1)C1CCCO1 (stereo not given),0.4%,2.7%,4.0%,i,3.4%,-4.2%,24.4%,-0.2,-4.1%
Cc1nn(CC(=O)NC(C)c2ccccc2)c(=O)c2ccccc12 (stereo not given),-179.6%[0.0737 µM],8.6%,1.4%,i,-1.4%,1.4%,1.9%,1.3,8.8%
CC(C)NC(=O)c1csc(COCCO)n1,/,0.2%,-2.7%,i,/,0.0%,1.6%,-7.4,11.0%
CCCN(CCC)C(=S)NC(=O)c1ccc(Cl)cc1Cl,?,2.51µM*,-17.7%,i,?,5.0%,3.16µM*,30.2,-23.6%
C/C(=N/NC(=O)c1cc2ccccc2cc1O)c1ccco1,?,?,-28.7%,i,?,?,?,0.0,2.2%
CNC(=O)CNC(=O)Nc1ccc(Cl)c(Cl)c1,-1.6%,2.9%,-1.0%,i,0.1%,-0.2%,1.6%,37.9,-21.3%
O=S(=O)(c1ccc(Cl)s1)N1CCN(c2ncccn2)CC1,18.4µM*,2.4%,4.3%,i,7.0%,-1.2%,-1.4%,28.9,-5.5%
COc1ccc(CN2C(=O)C(CC(=O)NCCCCc3ccccc3)CC(C(=O)N3CCOCC3)=C2C)cc1 (stereo not given),/,8.1%,-38.3%,i,/,0.3%,4.0%,-11.0,7.6%
CC1CC(Nc2cccc(O)c2)=CC(=O)O1 (stereo not given),1.0%,7.9%[9.24 µM],13.1%,i,-5.0%,?,10.6%,9.7,-1.6%
CC(OC(=O)Cc1n[nH]c(=O)c2ccccc12)C(=O)Nc1ccc(Cl)cn1 (stereo not given),4.4%,-4.2%,0.0%,i,?,0.0%,1.6%,i,-6.1%
O=C(Nc1ccccc1C(=O)NCc1ccccc1)c1ccco1,2.6%,-18.5%,-16.6%,i,3.3%,8.7%,-16.7%,-27.0,-5.8%
COc1ccc(-c2csc3ncnc(NCCO)c23)cc1,0.9%,-2.3%,-38.5%,i,?,-6.3%,-10.8%,-81.5*,-14.9%
COc1ccc(CCn2c3c(c(=O)[nH]c2=O)C(NC(=O)c2ccccc2)(C(F)(F)F)C(=O)N3)cc1OC (stereo not given),/,/,-3.4%,i,/,-12.6%,/,/,9.6%
CCN1C(=O)[C@H]2[C@@H](c3ccc(-c4ccc(OC)cc4)c(OC)c3)N[C@@](CC(C)C)(C(=O)OC)[C@H]2C1=O,25.1%,-3.2%,1.5%,i,14.6%,0.0%,6.8%,-4.7,7.9%
O=C1c2cccc3cccc(c23)C(=O)N1Cc1cccnc1,0.1%,3.8%,22.3%,i,-14.9%,8.5%,2.1%,23.5,17.2%
N=C1/C(=C/c2cccn2-c2ccc([N+](=O)[O-])cc2)C(=O)N=C2SC=CN12,-77.6%[inhibitor],-14.1%,1.6%,i,-0.2%,?,-14.2%,0.0,-4.4%

Compound activity as filed in PubChem.

Not a hit list; about 8.9% have a hit in one of these screens.
